Source: PubChem (NMMLSC)
GRK2 inh: inhibitors of human GRK2 displacing RNA aptamer; P25098; bead flow cytometry, FAM-aptamer displacement from GRK2; inhibition of aptamer binding, % at 10 µM; 330,000 compounds, 0.59% hits; AID 488847;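 active = inhibition of aptamer binding above 40%, roughly 3 SD of noise, on plates passing a quality check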;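 also: median bead fluorescence of bound FAM aptamer so fluorescent compounds give negative values; no value below 0 was filed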
RPL19A-GFP yeast: alters RPL19A-GFP fluorescence in TOR pathway yeast screen; S. cerevisiae RPL19A-GFP strain, flow cytometry, 3 h; active compounds read low; percent response vs DMSO, % at 10 µM; 330,000 compounds, 0.3% hits; AID 2025;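 active = percent response vs DMSO below 50%; inconclusive = fewer than 70 events counted for the yeast strain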;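 also: median channel GFP fluorescence of the barcoded RPL19A-GFP strain; ratio of sample median GFP to plate DMSO average so 100% = DMSO; lower means less RPL19A-GFP as with rapamycin TOR inhibition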
AGP1 TOR yeast: alters AGP1-GFP fluorescence in TOR pathway yeast screen; S. cerevisiae AGP1-GFP multiplex flow cytometry, 3 h; GFP as percent of DMSO wells; 320,000 compounds, 0.02% hits; GFP response vs DMSO, % at 10 µM;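 active = GFP response relative to DMSO above a set limit, near screen average plus 3 SD, cut at about 150% in these data; inconclusive = fewer than 70 cells counted for the yeast strain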;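 also: median GFP channel fluorescence of the gated AGP1 strain per well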
LAP4 TOR yeast: alters LAP4-GFP fluorescence in TOR pathway yeast screen. S. cerevisiae LAP4-GFP multiplex, flow cytometry GFP, 3 h; median GFP as percent of DMSO wells. GFP response vs DMSO, % at 10 µM. 320,000 compounds, 0.34% hits. AID 2023;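 active = GFP response vs DMSO above a set limit, about the screen mean plus 3 SD, cut at about 150% in these data; inconclusive = under 70 cell events counted for the yeast strain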
MEP2-GFP yeast: alters MEP2-GFP fluorescence in TOR pathway yeast screen; GFP response vs DMSO, % at 10 µM; S. cerevisiae MEP2-GFP strain, flow cytometry GFP, 3 h; 100% = DMSO control level; AID 2016; 330,000 compounds, 0.51% hits;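 active = GFP response versus DMSO above a set limit, roughly screen mean plus 3 SD, cut at about 180% in these data; inconclusive = fewer than 70 cells counted for a yeast strain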;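 also: median GFP fluorescence of the barcode-gated MEP2-GFP cells per well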
CIT2-GFP yeast: yeast TOR pathway CIT2-GFP modulation; S. cerevisiae CIT2-GFP strain, flow cytometry, 3 h; 100 means same as DMSO wells; GFP response vs DMSO, % at 10 µM; 320,000 compounds, 0.065% hits; AID 2029;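 active = GFP response relative to DMSO above a set limit, near the screen mean plus 3 SD, cut at about 150% in these data; inconclusive = Fewer than 70 cells measured for a yeast strain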;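 also: ratio of well median GFP fluorescence to mean of DMSO wells on the plate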
CR mimetic SO: caloric restriction mimetics inhibiting age-related superoxide in yeast. S. cerevisiae aged cells, superoxide DHE fluorescence; active compounds read low. superoxide response (% of plate mean), % at 10 µM. 330,000 compounds, 0.18% hits. AID 2690;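 active = superoxide response under a set limit, about three screen SD below normal, cut at about 65% in these data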;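 also: yeast aged for seven days with compound at 30 °C before DHE staining; 100% = average MFI of all compound-treated wells on the plate with controls excluded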
VLA-4 inh: inhibition in a human VLA-4 binding assay. P13612. VLA-4 expressing cells, ligand binding flow cytometry. inhibition, % (about 7 µM as worked out from the volumes in the protocol). 330,000 compounds, 0.2% hits. AID 2557; in the data active = inhibition above about 50%
Target sequence (P13612 whole entry, looked up): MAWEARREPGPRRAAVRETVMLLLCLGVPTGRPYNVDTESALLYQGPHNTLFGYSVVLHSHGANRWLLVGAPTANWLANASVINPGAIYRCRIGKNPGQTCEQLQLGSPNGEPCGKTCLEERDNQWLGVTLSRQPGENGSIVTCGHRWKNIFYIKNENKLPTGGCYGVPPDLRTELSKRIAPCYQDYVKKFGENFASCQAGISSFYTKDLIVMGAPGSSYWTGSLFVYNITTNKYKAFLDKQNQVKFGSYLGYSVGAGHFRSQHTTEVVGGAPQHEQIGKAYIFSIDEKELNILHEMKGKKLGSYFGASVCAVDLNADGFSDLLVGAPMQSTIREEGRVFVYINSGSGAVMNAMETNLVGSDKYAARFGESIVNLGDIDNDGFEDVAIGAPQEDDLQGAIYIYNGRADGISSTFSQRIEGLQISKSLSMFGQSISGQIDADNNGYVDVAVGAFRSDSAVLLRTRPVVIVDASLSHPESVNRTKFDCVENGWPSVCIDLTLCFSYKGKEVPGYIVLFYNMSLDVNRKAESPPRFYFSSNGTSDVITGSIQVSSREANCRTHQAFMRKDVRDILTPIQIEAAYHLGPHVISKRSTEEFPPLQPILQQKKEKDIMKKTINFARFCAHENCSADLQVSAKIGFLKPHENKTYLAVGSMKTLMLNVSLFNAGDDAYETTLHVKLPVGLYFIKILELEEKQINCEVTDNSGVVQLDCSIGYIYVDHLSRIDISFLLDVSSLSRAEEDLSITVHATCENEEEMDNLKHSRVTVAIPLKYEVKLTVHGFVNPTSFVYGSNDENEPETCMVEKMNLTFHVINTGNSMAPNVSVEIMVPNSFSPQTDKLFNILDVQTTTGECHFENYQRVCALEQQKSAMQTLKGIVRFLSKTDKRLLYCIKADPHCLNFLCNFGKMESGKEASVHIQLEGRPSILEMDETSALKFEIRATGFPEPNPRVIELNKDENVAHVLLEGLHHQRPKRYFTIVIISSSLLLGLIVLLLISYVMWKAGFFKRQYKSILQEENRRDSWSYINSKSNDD
Starred values were filed as active, the others as inactive; ? = inconclusive; [ ] = dose if it differs, or a comment.

SMILES	GRK2 inh	RPL19A-GFP yeast	AGP1 TOR yeast	LAP4 TOR yeast	MEP2-GFP yeast	CIT2-GFP yeast	CR mimetic SO	VLA-4 inh
CCOc1ccc(NC(=O)C(C)NS(=O)(=O)c2ccc(NC(C)=O)cc2)cc1 (stereo not drawn)	0	97	99	100	98	107	107	-1
Cc1cc(Br)ccc1NC(=O)C(C)c1ccc([N+](=O)[O-])cc1 (stereo not drawn)	1	103	102	99	107	102	85	-2
O=C(Cn1c(=O)n(Cc2ccco2)c(=O)c2cc(Cl)ccc21)NCC1CCCO1 (stereo not drawn)	0	101	110	98	103	99	95	8
O=C(O)c1cccc(S(=O)(=O)Nc2ccc(S(=O)(=O)N3CCOCC3)cc2)c1	3	58	85	90	129	92	101	10
Cc1ccc(C)c(OCc2cc(C(=O)N3CCN(c4ccccc4)CC3)no2)c1	1	108	96	90	103	104	86	8
COc1ccc(NC(=O)CN2CCN(CC(=O)Nc3ccccc3F)CC2)cc1OC	3	101	103	98	101	105	99	10
COc1ccc(-c2nc(CN3CCN(c4ccccc4OC)CC3)c(C)o2)cc1	0	109	111	119	113	109	103	-10
COc1ccccc1NC(=O)N1CCC(C(=O)c2ccc(F)cc2)CC1	0	101	106	107	108	101	95	15
Cc1nn(C)cc1C(C(=O)NC1CCCCC1)N(CCc1ccccc1)C(=O)c1cnccn1 (stereo not drawn)	3	96	88	82	91	81	101	4
CCOc1ccc([N+](=O)[O-])c(N)c1	1	109	92	86	95	108	98	-4
O=C(NCc1ccc(Cl)cc1)N1CCN(S(=O)(=O)c2ccccc2)CC1	0	101	108	101	100	102	111	-2
CN(CC(=O)NCC1CCCO1)S(=O)(=O)c1cc(Cl)ccc1Cl (stereo not drawn)	0	102	100	92	100	103	94	1
COc1ccc(S(=O)(=O)c2ccccc2)cc1NC(=O)c1c(F)cccc1F	0	90	93	86	91	87	97	-7
COC(=O)c1cc(COc2ccc3oc(C)c(C(=O)OC(C)C)c3c2)c(C)o1	0	96	93	100	98	97	101	-5
CCOc1ccc(N(CC(=O)N2CC=C(c3ccccc3)CC2)S(=O)(=O)c2c(C)noc2C)cc1	0	96	97	98	115	101	81	6
S=C(NCc1ccccn1)Nc1ccccc1Cl	0	107	100	99	93	98	78	-19
CCN(CC)C(=O)CS(=O)(=O)CC(=O)Nc1cc(OCCOC)c(Cl)cc1Cl	1	101	110	101	101	103	98	-3
CCOC(=O)c1[nH]c2ccc(OC)cc2c1NC(=S)N1CCN(c2ccccn2)CC1	3	107	107	110	111	109	100	-9
COc1ccc(C(=O)COC(=O)C2CCCN2C(=O)C23CC4CC(CC(C4)C2)C3)cc1 (stereo not drawn)	0	108	102	103	99	107	75	7
CCOc1ccccc1OCCCC(=O)Nc1sccc1C(N)=O	1	95	95	99	102	95	111	-31
CCOC(=O)C1CCCN(c2c(N3CCN(c4ccccn4)CC3)c(=O)c2=O)C1 (stereo not drawn)	0	94	97	96	99	96	99	8
O=C1NC(=Nc2cccc(O)c2)S/C1=C\c1cccnc1	0	102	109	107	103	106	111	-3
COc1ccc(S(=O)(=O)N2CCCC2)cc1OC	1	102	102	97	105	105	101	-4
CCCn1c(C(C)Nc2nc(-c3cccc(Br)c3)cs2)nc2ccccc21 (stereo not drawn)	3	94	79	146	92	67	101	4
CCc1cc(=O)oc2cc(C)cc(OCC(C)=O)c12	0	96	101	99	98	88	106	2

(listing goes on)
SMILES	GRK2 inh	RPL19A-GFP yeast	AGP1 TOR yeast	LAP4 TOR yeast	MEP2-GFP yeast	CIT2-GFP yeast	CR mimetic SO	VLA-4 inh
CSc1cccc(N=C2C(=O)Nc3ccccc32)c1	1	106	103	92	102	109	95	20
COc1ccc(-n2c(SCC(=O)Nc3cc(C)on3)nc3ccc(O)cc3c2=O)cc1OC	3	95	99	99	94	97	100	1
COc1cc(NC(=O)c2cccc(COCC(F)(F)C(F)F)c2)cc(OC)c1OC	4	107	103	97	109	106	98	1
CN(C(=O)CCc1nnc(CCCCc2ccccc2)o1)C1CCOCC1	12	108	105	104	112	119	95	-5
Cc1ccc2nc(C)c(C(=O)O)cc2c1	0	97	95	97	96	96	83	2
O=C(CSc1nnc(-c2ccccc2Br)o1)N1CCN(C(=O)c2ccco2)CC1	4	95	102	102	95	100	106	17
NS(=O)(=O)c1ccc(CNC(=O)CC23CC4CC(CC(C4)C2)C3)cc1	5	92	80	76	87	84	97	-1
COc1ccc(/C=N/NC(N)=S)cc1OC(=O)c1ccccc1	0	103	104	105	102	110	114	1
COc1ccc(C(=O)NCCC2=CCCCC2)cc1	1	98	89	93	87	92	105	-2
Brc1ccc(-c2csc(-c3c[nH]c4ccccc34)n2)cc1	2	98	104	100	97	99	110	0
CCOC(=O)c1c(C)[nH]c(C(=O)COC(=O)CNC(=O)c2ccc(Cl)cc2Cl)c1C	0	97	100	92	107	107	106	13
O=C(/C=C/c1cccs1)NCc1cccnc1	0	102	102	96	102	106	88	-2
COc1ccc(-c2nnc(NC(=O)c3ccccc3C)o2)cc1	0	101	103	101	102	90	98	25
Brc1ccc(OCCOCCOc2cccc3cccnc23)cc1	0	98	110	108	109	120	99	-8
Cc1ccccc1Cn1c2ccccc2c2cnn(CC(=O)NCCCN3CCOCC3)c(=O)c21	0	96	89	91	112	110	97	28
O=C1OC[C@H](Cc2ccc3c(c2)OCO3)/C1=C\c1ccc2c(c1)OCO2	3	14*[may fluoresce violet]	?	104[may fluoresce violet]	339*[may fluoresce violet]	?	95	28
COCCn1nnnc1C(C(C)C)N1CCOCC1 (stereo not drawn)	1	108	99	102	108	99	113	-14
CCNc1nc(NC(C)C)nc(Oc2ccc(=O)n(C)n2)n1	0	93	97	93	97	90	104	14
CCn1cc(CN2CCC(C(=O)Nc3ccc(Oc4cccnc4)cc3)CC2)cn1	0	92	94	100	89	91	91	22
CCCC(=O)NC(=S)c1c(C)n(C)n(-c2ccccc2)c1=O	0	96	112	99	94	108	92	-15
CCCC(C(=O)NCCC(C)C)N(Cc1ccc(F)cc1)C(=O)c1snc(C(N)=O)c1N (stereo not drawn)	0	102	95	92	107	100	105	1
Cc1ccc(SCCNC(=O)C(C)C)cc1	0	96	98	104	98	96	113	0
Cc1ccc(CN2CCCOCCS2(=O)=O)cc1	2	91	84	123	83	85	100	6
CC1(C)Cc2c(c(-c3ccco3)nc3n[nH]c(N)c23)CO1	2	104	104	102	107	110	94	-7
O=C(Nn1cnnc1)C(Sc1ccccc1)c1ccccc1 (stereo not drawn)	2	98	99	104	100	95	120	10

Complete entries from above. Order of screens: GRK2 inh, RPL19A-GFP yeast, AGP1 TOR yeast, LAP4 TOR yeast, MEP2-GFP yeast, CIT2-GFP yeast, CR mimetic SO, VLA-4 inh
Results for COc1ccc(-n2c(SCC(=O)Nc3cc(C)on3)nc3ccc(O)cc3c2=O)cc1OC → 3, 95, 99, 99, 94, 97, 100, 1
Results for CCCC(=O)NC(=S)c1c(C)n(C)n(-c2ccccc2)c1=O → 0, 96, 112, 99, 94, 108, 92, -15
Results for Cc1ccc2nc(C)c(C(=O)O)cc2c1 → 0, 97, 95, 97, 96, 96, 83, 2

(next part)
SMILES	GRK2 inh	RPL19A-GFP yeast	AGP1 TOR yeast	LAP4 TOR yeast	MEP2-GFP yeast	CIT2-GFP yeast	CR mimetic SO	VLA-4 inh
COc1ccc(Cn2nnnc2C(c2ccc3ncccc3c2)N2CCN(C3CCCCC3)CC2)cc1 (stereo not drawn)	0	95	100	95	100	99	101	-6
COc1ccc(F)c(-c2nc(CN3CCC(c4ccccc4)CC3)c(C)o2)c1	9	102	103	99	107	100	105	13
CCCNS(=O)(=O)c1cc2c3c(c1)C(C)C(=O)N3CCC2 (stereo not drawn)	3	102	106	102	100	103	94	11
CCOCCCN(C(=O)CNC(=O)c1ccco1)C(C(=O)NC1CCCC1)c1cccc(OC)c1 (stereo not drawn)	4	103	100	97	101	107	91	6
Cc1cc(C)n(-c2nc(C)nc(N)n2)n1	1	97	95	88	93	87	115	1
CCOC(=O)CNC(=O)c1cn(CC(C)C)c(=O)c2cc(OC)c(OC)cc12	0	41*[may fluoresce violet]	?	76[may fluoresce violet]	248*[may fluoresce violet]	?	88	-5
CSc1nc(N)nc2c1ncn2CC(=O)NCCCN1CCCC1=O	2	87	87	86	85	95	113	-8
Cc1cccn2c(CNCCCOc3cccnc3)c(C(=O)N3CCOCC3)nc12	39	106	106	97	104	115	99	-16
C=CCSc1nccc(=O)[nH]1	1	104	103	98	107	96	93	3
COC(=O)[C@H](CCSC)NC(=O)Cn1ccc(NC(=O)OCc2ccccc2)nc1=O	0	97	99	99	93	97	95	0
c1ccc(Sc2cccc3ccccc23)c(CNC2=NCCN2)c1	0	101	101	90	98	98	93	3
COc1ccc(-c2cc(C(=O)NNC(=S)NC(=O)c3c(-c4ccccc4)noc3C)[nH]n2)cc1	0	96	98	92	96	98	100	6
CCC(C)C(=O)Nc1nnc(-c2cccs2)s1 (stereo not drawn)	0	96	92	102	92	92	83	-1
CCC(CC)c1nnc(NC(=O)CCCN2C(=O)c3ccccc3C2=O)s1	0	97	100	89	94	99	95	6
O=S(=O)(Nc1nc2ccccc2nc1NCCO)c1cccc(Cl)c1	4	97	103	98	94	107	104	-13
CCn1c(SCC(=O)c2cc(C)n(CC3CCCO3)c2C)nc2ccccc21 (stereo not drawn)	1	96	101	100	112	110	90	-5
COc1cc(NC(=O)Cc2ccccc2)c(C(=O)O)cc1OC	3	99	97	99	93	100	93	1
CC(C)(C)NC(=S)N/N=C\c1ccc(-c2ccc([N+](=O)[O-])cc2)o1	3	90	74	121	122	94	97	-244
COc1cccc(NC(=O)CN(C)C(=O)CNC(=O)c2ccc3ccccc3c2)c1	0	96	101	102	99	94	92	-2
COc1ccccc1/C=C/C(=O)OC(C)CN1CCCCC1 (stereo not drawn)	0	100	95	79	105	107	94	10
COc1ccc(CCNc2oc(-c3ccc(C)cc3)nc2C#N)cc1OC	0	97	99	103	108	88	114	0
CCOC(=O)C1CCCN(S(=O)(=O)c2cn(C)c(=O)n(C)c2=O)C1 (stereo not drawn)	0	98	99	97	97	96	112	15
Cc1cc(C(=O)CCC(=O)NNC(=O)c2ccccc2O)c(C)s1	0	87	94	113	91	79	93	0
O=C(CCC(=O)c1ccc(F)cc1)OC1CCOC1=O (stereo not drawn)	3	103	103	100	104	108	97	12
Cc1cc(C(=O)O)sc1C	0	91	94	118	93	86	96	20

Following part:
SMILES	GRK2 inh	RPL19A-GFP yeast	AGP1 TOR yeast	LAP4 TOR yeast	MEP2-GFP yeast	CIT2-GFP yeast	CR mimetic SO	VLA-4 inh
CN(Cc1ccco1)S(=O)(=O)c1cc(F)ccc1CN1C(=O)c2cccnc2C1=O	0	97	97	90	99	96	104	17
O=C(Cn1nnc(-c2ccc(F)cc2)n1)Nc1cccc(S(=O)(=O)N2CCCC2)c1	2	95	95	100	97	100	109	2
O=C(Cc1ccc([N+](=O)[O-])cc1)N1N=C2CCCCC2C1(O)C(F)(F)F (stereo not drawn)	0	91	110	96	75	96	94	16
Cc1ccc(CSCC(=O)Nc2ccccc2)cc1	1	101	86	109	104	93	82	14
O=c1[nH]c(/C(Cl)=C/c2cccc(C(F)(F)F)c2)nc2cc(Cl)ccc12	1	101	104	99	102	102	111	9
COCCn1c(SCC(=O)c2ccc3c(c2)OCCO3)nnc1C(C)C	2	96	96	91	95	103	100	1
O=C(Nc1ccc(Cl)cc1F)c1cccc2ccccc12	2	101	92	80	102	100	94	-109
CC(=O)Nc1ccc(N/C=C(\C=O)c2nc3ccccc3o2)cc1	0	104	110	104	101	110	100	5
CCOC(=O)C(C(=O)N1CCOCC1)C1CCCCC1 (stereo not drawn)	0	101	99	104	102	102	101	-5
